Assay outcomes as filed in PubChem BioAssay.
GSH bead fluor = compound fluorescence on glutathione beads, profiling panel, artefact control, biophysical, 488/530 nm, flow cytometry; 190,000 tested, 0.25% active; GSH beads flow cytometry, compound fluorescence 488/530 nm; stronger effect = higher value; fluorescence (KMESF) at 10 µM; AID 1776, 2009; in the data active means fluorescence above about 89;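 further: glutathione beads carrying GST-tagged Bcl family fusion proteins plus one bare bead set; values are compound well signal with DMSO vehicle wells as background; inactives centre near 16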
Bfl-1 Bim block = inhibitors of Bim binding to Bfl-1, primary screen, biochemical, multiplexed, bead-based flow cytometry; inhibition, % at 10 µM; Bcl-2-related protein A1 (Homo sapiens), Q16548; 190,000 tested, 0.12% active; AID 1008, 2008; Bim-Bfl-1 binding inhibition;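 further: 0% = wells without compound plus tracer and 100% = blocker peptide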
Bcl-B Bim block = inhibitors of Bim-Bcl-B binding, primary screen, biochemical, multiplexed, human Bcl-2 family; 190,000 tested, 0.073% active; inhibition, % at 10 µM; Bcl-2-like protein 10 (Homo sapiens), Q9HD36; AID 951, 2007; bead-based flow cytometry, Bim peptide-Bcl-B binding;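 further: 0% = tracer peptide without compound and 100% = reference inhibitor peptide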
Target sequence (Q9HD36 whole entry, looked up): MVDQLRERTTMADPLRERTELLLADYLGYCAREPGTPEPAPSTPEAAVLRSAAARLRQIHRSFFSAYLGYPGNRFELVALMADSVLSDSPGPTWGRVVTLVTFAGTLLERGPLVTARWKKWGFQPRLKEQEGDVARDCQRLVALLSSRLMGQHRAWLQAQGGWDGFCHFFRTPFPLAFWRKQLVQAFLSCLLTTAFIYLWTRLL
Bim-Bcl-2 = inhibitors of Bim-Bcl-2 binding, primary screen, biochemical, multiplexed, human Bcl-2 family | inhibition, % at 10 µM | 190,000 tested, 0.06% active | Bead-based flow cytometry, Bim peptide-Bcl-2 binding | AID 950, 2007 | Apoptosis regulator Bcl-2 (Homo sapiens), P10415; in the data active means inhibition above about 40%; inconclusive means no clear call, values can overlap the other calls;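 further: 0% = no compound wells with probe peptide and 100% = reference peptide inhibitor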
Target sequence (P10415 whole entry, looked up): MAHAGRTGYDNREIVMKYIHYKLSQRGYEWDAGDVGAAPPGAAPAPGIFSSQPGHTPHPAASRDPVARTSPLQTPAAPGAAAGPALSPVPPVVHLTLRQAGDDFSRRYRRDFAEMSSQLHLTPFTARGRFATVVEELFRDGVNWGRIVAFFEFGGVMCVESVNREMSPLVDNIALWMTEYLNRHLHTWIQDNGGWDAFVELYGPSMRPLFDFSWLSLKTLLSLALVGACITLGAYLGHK
RGS8-Gao = RGS8-Galphao binding modulators, primary screen, biochemical, multiplexed bead flow cytometry | Guanine nucleotide-binding protein G(o) subunit alpha (Homo sapiens), P09471 | actives lie on both sides | response (percent of control binding), % at 10 µM | 220,000 tested, 0.34% active; in the data active means response below about 60% or above about 140%; inactive means in between;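 further: Galphao activated as the GDP aluminium fluoride complex binding bead-coupled RGS8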
Target sequence (P09471 whole entry, looked up): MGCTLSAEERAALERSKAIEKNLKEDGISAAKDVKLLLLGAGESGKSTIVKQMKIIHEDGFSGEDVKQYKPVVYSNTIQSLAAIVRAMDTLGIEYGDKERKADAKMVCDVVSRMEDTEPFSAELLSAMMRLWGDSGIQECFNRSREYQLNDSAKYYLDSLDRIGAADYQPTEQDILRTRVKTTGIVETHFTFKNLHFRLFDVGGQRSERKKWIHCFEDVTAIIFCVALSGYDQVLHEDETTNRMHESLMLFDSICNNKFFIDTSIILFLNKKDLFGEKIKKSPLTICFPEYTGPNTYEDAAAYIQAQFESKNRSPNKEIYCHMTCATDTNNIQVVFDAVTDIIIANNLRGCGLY
Bim-Bcl-XL = inhibitors of Bim-Bcl-XL binding, primary screen, biochemical, multiplexed, bead flow cytometry, human Bcl-XL | Bim peptide-Bcl-XL binding, fluorescence | 190,000 tested, 0.04% active | AID 1007, 2008 | inhibition, % at 10 µM
RGS4-Gao reg = modulators of RGS4 binding to Galphao, primary screen, biochemical, multiplexed bead flow cytometry; actives lie on both sides; 220,000 tested, 0.33% active; binding response (% of control), % at 10 µM; Guanine nucleotide-binding protein G(o) subunit alpha (Homo sapiens), P09471; in the data active means binding response below about 49% or above about 150%; inactive means in between;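 further: fluorescent Galphao activated with aluminum fluoride binding bead-coupled RGS4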
RGS7-Gao reg = RGS7-Galphao binding modulators, primary screen, biochemical, multiplexed bead flow cytometry | Guanine nucleotide-binding protein G(o) subunit alpha (Homo sapiens), P09471 | actives lie on both sides | binding response (% of control), % at 10 µM | 220,000 tested, 0.35% active; in the data active means binding response below about 49% or above about 150%; inconclusive means no clear call, values can overlap the other calls; inactive means in between;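 further: fluorescent Galphao held in activated GDP-AlF4 state binding bead-coupled RGS7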
Mcl-1 Bim block = inhibitors of Bim peptide binding to Mcl-1, primary screen, biochemical, bead-based flow cytometry, multiplex | inhibition, % at 10 µM | 190,000 tested, 0.1% active | AID 1009, 2008 | Bim peptide-Mcl-1 binding;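 further: 0% = no compound tracer wells and 100% = peptide blocker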
Mcl1-Bid inh = Mcl-1/Bid binding inhibitors, primary screen, biochemical, TR-FRET, 1536-well; Induced myeloid leukemia cell differentiation protein Mcl-1 (Homo sapiens), Q07820; TR-FRET Mcl-1/Bid-Dy647 peptide binding; inhibition, % at 21.7 µM; 220,000 tested, 0.97% active; AID 1021, 2008;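 active means compounds that cut the binding signal by more than half at the single screening dose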;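 further: His-tagged Mcl-1 with europium anti-His antibody binding Bid BH3 peptide; 0% = Mcl-1 plus peptide wells and 100% = peptide-only wells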
Bim-Bcl-W = inhibitors of Bim binding to Bcl-W, primary screen, biochemical, multiplexed, bead-based flow cytometry | inhibition, % at 10 µM | Bim peptide-Bcl-W binding | 190,000 tested, 0.02% active;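 further: 0% = bound tracer without compound and 100% = peptide blocker; higher means less fluorescent Bim peptide bound to Bcl-W beads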
Target sequence (Q92843 whole entry, looked up): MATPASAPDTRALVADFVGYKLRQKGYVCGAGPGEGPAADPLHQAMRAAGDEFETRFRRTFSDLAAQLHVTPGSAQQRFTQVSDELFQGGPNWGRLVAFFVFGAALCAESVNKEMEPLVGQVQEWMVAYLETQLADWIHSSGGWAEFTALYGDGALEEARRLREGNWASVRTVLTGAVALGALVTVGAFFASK
* hit, by the source's call; ? = inconclusive; . = no result given. Unless noted, no stated cut-off is given here; in the data, active means inhibition above about 40%.

SMILES | GSH bead fluor | Bfl-1 Bim block | Bcl-B Bim block | Bim-Bcl-2 | RGS8-Gao | Bim-Bcl-XL | RGS4-Gao reg | RGS7-Gao reg | Mcl-1 Bim block | Mcl1-Bid inh | Bim-Bcl-W
Cc1csc(SCc2ccc(C(=O)O)cc2)n1 | 38 | -14 | -15 | -11 | 105 | -12 | 106 | 108 | -2 | -7 | -1
CC(=O)Nc1cccc(S(C)(=O)=O)c1 | 4 | 0 | 1 | -5 | 103 | 2 | 104 | 100 | 0 | 6 | 3
Cc1ccc(CC(=O)NCCS(=O)c2ccc(C)cc2)cc1 (configuration not stated) | 13 | -2 | -4 | -1 | 101 | 0 | 104 | 105 | -1 | -30 | -2
COc1ccccc1NC(=O)COC(=O)Cc1cccs1 | 12 | -5 | -5 | 1 | 103 | -1 | 103 | 103 | 0 | -9 | 0
Cc1ccc(NC(=O)Cn2cc(S(=O)(=O)c3ccc(F)cc3)c(=O)c3cc(F)ccc32)cc1 | 15 | 2 | -1 | 0 | 93 | -3 | 105 | 105 | 0 | -6 | -2
O=C1CC(c2ccco2)Cc2nc(N3CCc4ccccc4C3)ncc21 (configuration not stated) | 56 | -2 | -5 | -4 | 94 | 2 | 99 | 93 | 2 | -42 | 3
CCN(CC(=O)Nc1cccc(F)c1)Cc1nc2ccccc2c(=O)[nH]1 | 10 | -5 | 0 | 0 | 103 | -3 | 101 | 103 | -1 | -25 | 0
C=CCn1c(O)c(C=Nc2ccc(Cc3ccncc3)cc2)c(=O)[nH]c1=S | 30 | -2 | -1 | 0 | 96 | -1 | 92 | 88 | 0 | 42 | 0
CC(/C=N/NC(=O)c1cc(C(C)C)[nH]n1)=C\c1ccccc1 | 11 | -3 | -10 | -3 | 108 | -11 | 105 | 107 | -10 | 10 | -7
Cc1ccc(/C=C/C(=O)OC(C)C(=O)Nc2ccc(Cl)cn2)o1 (configuration not stated) | 8 | 3 | -28 | 3 | 92 | -7 | 96 | 99 | -16 | -25 | -5
O=C1Nc2ccc([N+](=O)[O-])cc2OC1CCN1CCCC1 (configuration not stated) | 12 | 4 | 3 | 3 | 102 | 1 | 105 | ? | -1 | -24 | 3
C=CCCC1(C)C(=O)N(c2ccccc2)c2ccccc21 (configuration not stated) | 8 | -2 | -7 | -7 | 100 | -6 | 99 | 100 | -3 | -7 | -3

Eight structures from above, ordered by heavy-atom count, high to low.
SMILES | GSH bead fluor | Bfl-1 Bim block | Bcl-B Bim block | Bim-Bcl-2 | RGS8-Gao | Bim-Bcl-XL | RGS4-Gao reg | RGS7-Gao reg | Mcl-1 Bim block | Mcl1-Bid inh | Bim-Bcl-W
Cc1ccc(NC(=O)Cn2cc(S(=O)(=O)c3ccc(F)cc3)c(=O)c3cc(F)ccc32)cc1 | 15 | 2 | -1 | 0 | 93 | -3 | 105 | 105 | 0 | -6 | -2
C=CCn1c(O)c(C=Nc2ccc(Cc3ccncc3)cc2)c(=O)[nH]c1=S | 30 | -2 | -1 | 0 | 96 | -1 | 92 | 88 | 0 | 42 | 0
CCN(CC(=O)Nc1cccc(F)c1)Cc1nc2ccccc2c(=O)[nH]1 | 10 | -5 | 0 | 0 | 103 | -3 | 101 | 103 | -1 | -25 | 0
Cc1ccc(/C=C/C(=O)OC(C)C(=O)Nc2ccc(Cl)cn2)o1 (configuration not stated) | 8 | 3 | -28 | 3 | 92 | -7 | 96 | 99 | -16 | -25 | -5
CC(/C=N/NC(=O)c1cc(C(C)C)[nH]n1)=C\c1ccccc1 | 11 | -3 | -10 | -3 | 108 | -11 | 105 | 107 | -10 | 10 | -7
O=C1Nc2ccc([N+](=O)[O-])cc2OC1CCN1CCCC1 (configuration not stated) | 12 | 4 | 3 | 3 | 102 | 1 | 105 | ? | -1 | -24 | 3
Cc1csc(SCc2ccc(C(=O)O)cc2)n1 | 38 | -14 | -15 | -11 | 105 | -12 | 106 | 108 | -2 | -7 | -1
CC(=O)Nc1cccc(S(C)(=O)=O)c1 | 4 | 0 | 1 | -5 | 103 | 2 | 104 | 100 | 0 | 6 | 3

Other structures:
SMILES | GSH bead fluor | Bfl-1 Bim block | Bcl-B Bim block | Bim-Bcl-2 | RGS8-Gao | Bim-Bcl-XL | RGS4-Gao reg | RGS7-Gao reg | Mcl-1 Bim block | Mcl1-Bid inh | Bim-Bcl-W
COc1ccccc1NC(=O)c1c(C)oc2c1CCCC2 | 13 | 1 | -1 | 2 | 100 | -3 | 100 | 100 | 0 | -26 | 1
CCNC(=S)N/N=C/c1cc(C)ccc1C | 19 | -16 | -14 | -7 | 101 | -6 | 102 | 100 | -6 | -49 | -6
O=C(N/N=C/c1cc(Cl)ccc1O)c1ccc(Br)cc1 | 7 | 6 | 0 | 12 | 97 | 1 | 98 | 93 | 2 | -25 | 1
CC1CCN(c2ccc(/C=N\Nc3nncn3N)cc2[N+](=O)[O-])CC1 | 6 | 1 | -2 | 0 | 102 | -5 | 102 | 103 | -5 | -9 | -3
O=C(NC1CCCCC1)C1CCN(S(=O)(=O)N2CCCCCC2)CC1 | 5 | -2 | 0 | 2 | 103 | 1 | 101 | 107 | 3 | -3 | 0
c1ccc(-n2ncc3c(N4CCN(c5ccccn5)CC4)nc(N4CCCCCC4)nc32)cc1 | 27 | -10 | -7 | -5 | 99 | -9 | 96 | 96 | -1 | -12 | -2
CCOC(=O)c1c(C)[nH]c(C(=O)OCC(=O)N(C)C2CCS(=O)(=O)C2)c1C (configuration not stated) | 14 | 0 | 3 | 2 | 101 | 2 | 103 | 96 | 1 | -29 | 1
CCN(CC)C(=O)N1CCN(C)CC1 | 65 | 0 | -1 | -3 | 105 | 0 | 101 | 100 | -1 | 59* | -1
COC(=O)COc1ccc(S(=O)(=O)N2CCN(c3ccc(OC)cc3)CC2)cc1 | 9 | 3 | 0 | 0 | 106 | -1 | 109 | 109 | 0 | -33 | -3
Oc1ccc(Br)cc1CNn1cnnc1 | 18 | -2 | -1 | -5 | 101 | -3 | 98 | 100 | -1 | -21 | 0
C/C(CC(=O)N1CCN(C=O)CC1)=N\NC(=O)c1cc2ccccc2cc1O | 8 | 9 | 2 | 5 | 101 | -2 | 101 | 94 | -6 | -98 | -3
O=C(O)c1ccccc1SC1CC(=O)N(c2ccccc2)C1=O (configuration not stated) | 7 | -5 | -5 | 0 | 100 | 0 | 98 | 98 | -2 | -32 | 0
COc1ccc([C@@H]2Sc3ccccc3N(CCN(C)C)C(=O)[C@@H]2OC(C)=O)cc1 | 18 | -1 | -9 | -3 | . | -4 | . | . | -5 | 6 | -5
CC(C)(C)OC(=O)NCCCC[C@H](NC(=O)c1nc[nH]c1C(=O)N1CCN(C(=O)OC(C)(C)C)CC1)C(=O)OC(C)(C)C | 16 | -5 | -1 | -4 | 100 | -5 | 103 | 102 | 0 | -1 | 0
COc1cc(NC(=O)CCc2nc(-c3cccs3)no2)cc(OC)c1OC | 38 | -18 | -11 | -9 | 97 | -9 | 97 | 96 | -2 | 9 | -1
COc1ccccc1Oc1ccc(S(=O)(=O)Nc2cccnc2)cc1 | 29 | -12 | -9 | -7 | 98 | -6 | 103 | 101 | 0 | 3 | 0
N#C/C(=C/c1cccs1)c1nc2ccccc2[nH]1 | 10 | -14 | -7 | -8 | 101 | -5 | 107 | 109 | 0 | -24 | -3
O=C(Oc1ccc(C(=S)N2CCOCC2)cc1)c1ccccc1 | 14 | -1 | -2 | 1 | 99 | 3 | 97 | 99 | -2 | -32 | 0
c1ccc(CCSc2ncnc3nc[nH]c23)cc1 | 11 | 0 | -3 | 1 | 105 | -3 | 100 | 99 | -1 | -19 | -1
CCCCC12CN3CCN(CC(C3)/C1=N\NC(=O)Nc1ccccc1)C2 | 11 | -3 | -10 | -5 | 100 | -9 | 99 | 101 | -11 | -25 | -8
CC1CCc2sc(C(=O)OCC(=O)NCc3ccccc3)cc2C1 (configuration not stated) | 12 | -4 | -3 | -6 | 101 | -6 | 99 | 101 | 0 | -15 | -1
CCCCN(CC)C(=O)c1ccc(-c2ccccc2)cc1 | 12 | -16 | -9 | -3 | 102 | -8 | 101 | 101 | -4 | 2 | -4
C/C=C(\C)C(=O)NCCN1C2=NC[C@H](Cc3ccccc3)N2C[C@H]1Cc1ccc(O)cc1 | 20 | -2 | 0 | -2 | 24* | 2 | 34* | 20* | 1 | 2 | -1
COc1c(Cl)cc(Cl)cc1C(=O)n1nc(C)cc1C | 65 | 7 | 0 | 0 | 112 | -3 | 105 | 103 | -2 | -4 | -5

Reformatted: results already given
canonical_smiles: C/C=C(\C)C(=O)NCCN1C2=NC[C@H](Cc3ccccc3)N2C[C@H]1Cc1ccc(O)cc1
  GSH bead fluor = 20 | Bfl-1 Bim block = -2 | Bcl-B Bim block = 0 | Bim-Bcl-2 = -2 | RGS8-Gao = 24* | Bim-Bcl-XL = 2 | RGS4-Gao reg = 34* | RGS7-Gao reg = 20* | Mcl-1 Bim block = 1 | Mcl1-Bid inh = 2 | Bim-Bcl-W = -1

canonical_smiles: COc1c(Cl)cc(Cl)cc1C(=O)n1nc(C)cc1C
  GSH bead fluor = 65 | Bfl-1 Bim block = 7 | Bcl-B Bim block = 0 | Bim-Bcl-2 = 0 | RGS8-Gao = 112 | Bim-Bcl-XL = -3 | RGS4-Gao reg = 105 | RGS7-Gao reg = 103 | Mcl-1 Bim block = -2 | Mcl1-Bid inh = -4 | Bim-Bcl-W = -5

New compounds follow
SMILES | GSH bead fluor | Bfl-1 Bim block | Bcl-B Bim block | Bim-Bcl-2 | RGS8-Gao | Bim-Bcl-XL | RGS4-Gao reg | RGS7-Gao reg | Mcl-1 Bim block | Mcl1-Bid inh | Bim-Bcl-W
Cc1cccc(C)c1NC(=O)C(NC=O)c1ccc(Cl)cc1 (configuration not stated) | 16 | 0 | -2 | 0 | 100 | 0 | 98 | 98 | 0 | -5 | 0
Cc1cc(C)c(C#N)c(SC2CCCCC2=O)n1 (configuration not stated) | 23 | -13 | -17 | -11 | 100 | 1 | 104 | 107 | -3 | 11 | -2
O=C(CN1C(=O)NC2(CCOc3ccccc32)C1=O)Nc1ccc(F)c(F)c1F (configuration not stated) | 9 | -6 | 0 | -4 | 96 | 0 | 94 | 90 | -3 | -14 | -1
Cc1csc(NC(=O)c2cc([N+](=O)[O-])cc([N+](=O)[O-])c2)n1 | 9 | 2 | 1 | 3 | 101 | -4 | 97 | 99 | 2 | -54 | 0
O=C(NCc1cn2ccccc2n1)c1ccccc1 | 26 | -8 | -11 | -14 | 104 | -2 | 102 | 101 | -1 | -26 | 0
O=C(Nc1ccc(Br)cc1Cl)NC1CC1 | 15 | -7 | -7 | -3 | 104 | -1 | 101 | 102 | 1 | -21 | 0

No enrichment for hits (roughly 1.8% active in at least one column).
